mHTT CaM bind: disrupts binding of mutant huntingtin to calmodulin. AlphaScreen His-mHTT/GST-CaM binding, luminescence. 190,000 compounds, 3.6% hits. inhibition, % at 15 µM. P42858;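 also: 0% = both proteins with DMSO and 100% = one protein alone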
Target sequence (P42858 whole entry, looked up, stated change not applied): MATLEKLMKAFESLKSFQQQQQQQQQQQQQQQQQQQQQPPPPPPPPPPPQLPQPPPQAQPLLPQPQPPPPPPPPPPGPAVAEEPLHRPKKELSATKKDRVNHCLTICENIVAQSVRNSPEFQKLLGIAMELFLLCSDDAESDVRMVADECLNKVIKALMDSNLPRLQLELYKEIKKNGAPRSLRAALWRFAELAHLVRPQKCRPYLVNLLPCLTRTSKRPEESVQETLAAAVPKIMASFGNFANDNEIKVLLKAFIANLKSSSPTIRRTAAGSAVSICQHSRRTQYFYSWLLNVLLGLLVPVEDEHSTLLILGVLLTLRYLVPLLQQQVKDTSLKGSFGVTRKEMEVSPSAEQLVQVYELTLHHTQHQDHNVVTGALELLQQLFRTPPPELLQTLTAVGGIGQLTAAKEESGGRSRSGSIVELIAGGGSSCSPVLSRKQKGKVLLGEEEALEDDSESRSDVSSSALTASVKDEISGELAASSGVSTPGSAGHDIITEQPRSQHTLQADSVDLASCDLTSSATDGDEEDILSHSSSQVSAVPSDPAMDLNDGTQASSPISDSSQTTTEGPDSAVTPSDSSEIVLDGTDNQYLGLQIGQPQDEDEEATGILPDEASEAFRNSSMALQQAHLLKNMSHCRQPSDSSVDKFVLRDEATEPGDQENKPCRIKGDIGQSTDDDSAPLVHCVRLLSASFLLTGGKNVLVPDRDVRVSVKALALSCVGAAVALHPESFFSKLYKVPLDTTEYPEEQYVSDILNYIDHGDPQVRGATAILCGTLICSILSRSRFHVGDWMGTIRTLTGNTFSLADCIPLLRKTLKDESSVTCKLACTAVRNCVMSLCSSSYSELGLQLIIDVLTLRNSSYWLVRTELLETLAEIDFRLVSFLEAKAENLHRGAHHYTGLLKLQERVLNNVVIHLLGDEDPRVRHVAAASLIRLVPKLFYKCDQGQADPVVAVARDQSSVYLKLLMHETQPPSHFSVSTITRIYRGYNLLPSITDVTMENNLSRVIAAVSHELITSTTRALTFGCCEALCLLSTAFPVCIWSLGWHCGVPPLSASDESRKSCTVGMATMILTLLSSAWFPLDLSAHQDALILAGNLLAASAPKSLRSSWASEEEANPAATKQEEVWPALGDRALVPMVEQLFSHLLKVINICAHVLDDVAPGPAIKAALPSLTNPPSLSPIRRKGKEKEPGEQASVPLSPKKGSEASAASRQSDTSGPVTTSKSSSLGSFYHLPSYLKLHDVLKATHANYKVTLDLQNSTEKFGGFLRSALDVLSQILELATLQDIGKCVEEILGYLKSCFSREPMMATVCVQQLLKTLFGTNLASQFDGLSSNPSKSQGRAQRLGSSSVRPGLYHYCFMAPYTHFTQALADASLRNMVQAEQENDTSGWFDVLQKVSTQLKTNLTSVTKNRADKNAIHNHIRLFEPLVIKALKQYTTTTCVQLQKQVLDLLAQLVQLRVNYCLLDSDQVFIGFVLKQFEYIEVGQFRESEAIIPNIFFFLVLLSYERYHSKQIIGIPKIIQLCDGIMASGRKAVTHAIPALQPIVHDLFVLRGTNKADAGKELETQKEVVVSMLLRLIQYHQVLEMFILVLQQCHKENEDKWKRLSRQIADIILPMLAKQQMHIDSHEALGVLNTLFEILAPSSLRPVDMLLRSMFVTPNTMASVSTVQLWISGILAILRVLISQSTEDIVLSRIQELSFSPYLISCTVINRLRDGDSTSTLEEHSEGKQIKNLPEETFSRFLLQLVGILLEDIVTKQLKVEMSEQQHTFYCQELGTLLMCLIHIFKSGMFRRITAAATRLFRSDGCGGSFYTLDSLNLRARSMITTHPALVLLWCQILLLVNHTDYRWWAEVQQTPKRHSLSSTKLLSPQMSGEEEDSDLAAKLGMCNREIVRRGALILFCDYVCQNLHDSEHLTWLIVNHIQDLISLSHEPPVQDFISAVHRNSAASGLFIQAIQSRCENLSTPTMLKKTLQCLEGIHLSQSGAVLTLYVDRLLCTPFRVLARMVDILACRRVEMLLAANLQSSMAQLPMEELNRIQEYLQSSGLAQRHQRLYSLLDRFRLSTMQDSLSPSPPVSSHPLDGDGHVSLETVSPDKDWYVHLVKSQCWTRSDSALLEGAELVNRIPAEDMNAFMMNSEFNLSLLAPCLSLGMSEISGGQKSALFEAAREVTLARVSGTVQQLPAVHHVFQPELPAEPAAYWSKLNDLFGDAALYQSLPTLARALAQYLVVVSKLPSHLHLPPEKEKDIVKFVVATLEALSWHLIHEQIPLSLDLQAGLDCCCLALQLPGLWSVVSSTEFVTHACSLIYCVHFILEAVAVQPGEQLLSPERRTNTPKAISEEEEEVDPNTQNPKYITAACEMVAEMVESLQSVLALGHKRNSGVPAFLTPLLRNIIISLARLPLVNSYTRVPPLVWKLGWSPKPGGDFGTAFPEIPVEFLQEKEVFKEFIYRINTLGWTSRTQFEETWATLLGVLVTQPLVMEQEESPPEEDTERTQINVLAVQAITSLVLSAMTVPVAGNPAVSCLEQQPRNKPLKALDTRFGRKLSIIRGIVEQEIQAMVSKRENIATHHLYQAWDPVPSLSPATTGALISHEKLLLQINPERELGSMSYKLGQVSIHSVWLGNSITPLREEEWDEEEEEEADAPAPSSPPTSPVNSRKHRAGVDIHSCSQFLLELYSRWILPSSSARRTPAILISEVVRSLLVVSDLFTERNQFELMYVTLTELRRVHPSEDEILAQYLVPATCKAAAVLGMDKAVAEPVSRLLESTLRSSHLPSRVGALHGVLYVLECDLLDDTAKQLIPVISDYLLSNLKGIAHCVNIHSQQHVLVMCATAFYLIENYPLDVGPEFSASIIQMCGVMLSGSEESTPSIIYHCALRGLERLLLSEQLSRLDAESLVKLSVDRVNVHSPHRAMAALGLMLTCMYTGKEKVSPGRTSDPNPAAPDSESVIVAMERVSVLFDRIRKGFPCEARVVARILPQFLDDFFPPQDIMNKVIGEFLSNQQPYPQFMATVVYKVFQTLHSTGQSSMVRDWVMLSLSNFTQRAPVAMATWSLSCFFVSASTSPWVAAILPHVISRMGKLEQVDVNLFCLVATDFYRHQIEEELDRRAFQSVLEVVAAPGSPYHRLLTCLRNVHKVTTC
Pf apPOL inh: Pf-apPOL DNA polymerase inhibition; inhibition, % at 10 µM; 210,000 compounds, 0.25% hits; AID 1794808; Recombinant Pf-apPOL, molecular beacon fluorescence, 1.5 h
Numbers without * were called inactive; i = inactive; . = no result given; & = joins results of further samples. Rule as the data show it: active = inhibition above about 50%; inactive = the rest. A portion of the library (hit frequency here may not be typical).

Sequence of screens: mHTT CaM bind, Pf apPOL inh
Cc1ccc(N=Cc2cccc(Oc3ccc([N+](=O)[O-])cc3[N+](=O)[O-])c2)c(O)c1
→ 33, -5
CNS(=O)(=O)c1ccc(C)cc1
→ -4, -5
C=CCNc1nc(-c2c(C)nc3ncccn23)cs1
→ 9&4, 4&6
COc1ccc2c(C)c(Cc3ccccc3)c(=O)oc2c1
→ -42, 3
CCN(S(=O)(=O)c1ccc(F)cc1)S(=O)(=O)c1c(C)c(C)c(C)c(C)c1C
→ ., 3
COc1ccc(-c2coc3c(CN4CCCCC4C)c(O)ccc3c2=O)cc1 (configuration not stated)
→ 4, -6
CCOCCOCN(C#N)c1nc(OC)nc(N(C)C)n1
→ -3, -5
Cc1ccc(NC(=O)c2ccc(NCc3ccccc3)c([N+](=O)[O-])c2)cc1
→ 4, -8
Cc1cc(C(=O)N2CCN(C)CC2)nn1CC(=O)N1CCc2ccccc21
→ -16, -10
CC(C)Oc1ccc(CNC(=O)C2CCCN(C(=O)Cc3cccc4ccccc34)C2)cc1 (configuration not stated)
→ 7, -5
Cc1nnc(NC(=O)CSc2nnc(NC(=O)Cc3cccs3)s2)s1
→ -6, 4
COc1ccc(N2C(=O)CSC2c2cccc([N+](=O)[O-])c2)cc1Cl (configuration not stated)
→ 12, 5
CCCNC(=O)c1csc(-c2ccc(OC)cc2)n1
→ -7, -11
N#CC(c1ccccc1)N(CCO)CCO (configuration not stated)
→ ., 4
Cc1ccc(OCc2nnc(SCC(=O)NCCc3ccccc3)n2-c2ccccc2)cc1C
→ 1, 4
Cc1onc(-c2ccccc2Cl)c1C(=O)N1CCCC1
→ -6, -4
Cc1ccc(C(=O)O/N=C(\N)c2cccnc2)cc1
→ i, -2
COc1ccc(C(=O)N2CCCC(c3ccnc(Nc4ccccc4)n3)C2)cc1 (configuration not stated)
→ 69*, -5
CCC(=O)N1CCc2ccccc2C1C(=O)NCc1ccc2c(c1)OCO2 (configuration not stated)
→ 4, 0
N#C/C(=C\Nc1ccc(S(N)(=O)=O)cc1)c1nc(-c2ccc3c(c2)OCO3)cs1
→ 5, -6
O=C(NCC1CCCO1)c1sc2ccccc2c1Cl (configuration not stated)
→ -7, 2
O=C(NCc1ccc(F)cc1)N1CCC(n2c(-c3ccco3)nc3cccnc32)C1 (configuration not stated)
→ 33, -2
CC(C)CNC(=O)CC(NCC(C)C)C(=O)O (configuration not stated)
→ -1, 2
CCN1c2ccc(F)cc2C(=O)NC12CCN(C(=O)c1ccccc1OC)CC2
→ 2, 2
COc1ccc(-c2cc3ccc(O)c(CN4CCC(C)CC4)c3oc2=O)c(OC)c1
→ -3, -3
CCOCn1cc(NC(=S)NCc2ccco2)cn1
→ -2, .
COc1cc(OC)c(OC)cc1C=C1Oc2c(ccc3c2CN(Cc2ccccn2)CO3)C1=O
→ 97*, -52
CS(=O)(=O)NC1CCN(Cc2ccccc2)CC1
→ 2, 2
NS(=O)(=O)c1ccc(NS(=O)(=O)c2ccc(Br)cc2)cc1
→ -7, -1
COc1ccccc1-c1nc(C2CCCN(C(=O)c3ccc(C(C)C)cc3)C2)no1 (configuration not stated)
→ 24, -1
CC1=C(C(=O)NCCCN2CCN(C3CCCCC3)CC2)C2(CCCCC2)OC1=O
→ -1, 2
CCN(CC)/C(=N\OCc1ccc(Cl)cc1Cl)c1nonc1N
→ i, -2
CC1(C)CC(=O)C2=C(C1)N(c1ccc([N+](=O)[O-])cc1)C(N)=C(C#N)C2c1cccs1 (configuration not stated)
→ 25, -6
C[C@@H]1COc2cc(N3CCSCC3)ccc2S(=O)(=O)N1C
→ -5, -4
O=C1OC(c2ccccc2Br)=N/C1=C/c1cccc([N+](=O)[O-])c1
→ 1, -4
C=CCN1[C@@H](Cc2ccccc2)COc2cccc(N3CCCC3)c2S1(=O)=O
→ 10, -2
CN1CCN(C2=NC(=O)/C(=C/c3cccs3)S2)CC1
→ 2, -9
O=S1(=O)CC(N2CCCCC2)CN1Cc1ccccc1 (configuration not stated)
→ 0, -4
CCC(Oc1ccccc1)C(=O)N1CCN(c2ccc(F)cc2)CC1 (configuration not stated)
→ 6, -2
O=C(Nc1ccc2nsnc2c1)NC1CC1
→ 0, -3
COc1ccc(CNc2nc3ccncc3n(Cc3ccccc3)c2=O)cc1
→ 2, -6
CCOC(=O)c1sc(S(C)=NC(=O)c2ccc(Cl)cc2)c2c1CCC=C2 (configuration not stated)
→ ., 5&-12
CC1(C)CC(=O)C2=C(C1)Nc1ncnn1C2c1ccccc1[N+](=O)[O-] (configuration not stated)
→ -8&16, 4&9
O=C(c1cccs1)N(Cc1ccc(Br)cc1)c1ccc(F)cc1
→ ., 0
Cc1ccc(N2NC(=O)/C(=C\c3cccc(Br)c3)C2=O)cc1C
→ 69*, -2
Clc1ccc(SCc2cn3cccnc3n2)cc1
→ 5, -1
CN1C(=O)N(C)C2(CCN(C(=O)c3ccccc3Cl)CC2)C1=O
→ -18, 2
Cc1noc(C)c1C1CCCN1Cc1ccc(F)c(Br)c1 (configuration not stated)
→ 13, 2
Cc1ccc(C(c2ccc(C)o2)c2cc(Br)cc([N+](=O)[O-])c2O)o1
→ 42, 4
O=S(=O)(Nc1ccc(S(=O)(=O)N2CCOCC2)cc1)c1ccccc1
→ -2, 0

More compounds
Sequence of screens: mHTT CaM bind, Pf apPOL inh
COC(=O)C(C)Oc1ccc2oc(=O)c(-c3cc(OC)ccc3OC)c(C)c2c1 (configuration not stated)
→ 8, -9
N#Cc1ccc(C(=O)N2CCC(CCOc3cccc(F)c3)CC2)cc1
→ -11, -4
CC(NC(=O)C1CCC(Cn2c(=O)[nH]c3ccsc3c2=O)CC1)c1ccccc1 (configuration not stated)
→ 3, -2
Cc1ccc(NC(=O)c2ccccc2F)c(NC(=O)c2ccccc2F)c1
→ 2, 2
CC(C)CNC(=O)C1=CSCCO1
→ -1, 1
CCC(=NOC(=O)CC12CC3CC(CC(C3)C1)C2)c1ccc(-c2ccccc2F)cc1
→ ., -7
CC(=O)c1ccc(N=Cc2nc(-c3ccc(Br)cc3)oc2O)cc1
→ 1, -5
CC(=O)N1CCc2cc(S(=O)(=O)NCCOc3ccc4nnc(C)n4n3)ccc21
→ -7, 3
O=C1OC(c2cccc(Cl)c2)=N/C1=C\C=C\c1ccccc1
→ 22, 4
CC1=C(C(=O)Nc2cccnc2)C(c2cccc(OCc3ccccc3)c2)n2ncnc2N1 (configuration not stated)
→ 4, -13

18 successive entries out of the list so far, for reference:
Sequence of screens: mHTT CaM bind, Pf apPOL inh
O=C(Nc1ccc2nsnc2c1)NC1CC1
→ 0, -3
COc1ccc(CNc2nc3ccncc3n(Cc3ccccc3)c2=O)cc1
→ 2, -6
CCOC(=O)c1sc(S(C)=NC(=O)c2ccc(Cl)cc2)c2c1CCC=C2 (configuration not stated)
→ ., 5&-12
CC1(C)CC(=O)C2=C(C1)Nc1ncnn1C2c1ccccc1[N+](=O)[O-] (configuration not stated)
→ -8&16, 4&9
O=C(c1cccs1)N(Cc1ccc(Br)cc1)c1ccc(F)cc1
→ ., 0
Cc1ccc(N2NC(=O)/C(=C\c3cccc(Br)c3)C2=O)cc1C
→ 69*, -2
Clc1ccc(SCc2cn3cccnc3n2)cc1
→ 5, -1
CN1C(=O)N(C)C2(CCN(C(=O)c3ccccc3Cl)CC2)C1=O
→ -18, 2
Cc1noc(C)c1C1CCCN1Cc1ccc(F)c(Br)c1 (configuration not stated)
→ 13, 2
Cc1ccc(C(c2ccc(C)o2)c2cc(Br)cc([N+](=O)[O-])c2O)o1
→ 42, 4
O=S(=O)(Nc1ccc(S(=O)(=O)N2CCOCC2)cc1)c1ccccc1
→ -2, 0
COC(=O)C(C)Oc1ccc2oc(=O)c(-c3cc(OC)ccc3OC)c(C)c2c1 (configuration not stated)
→ 8, -9
N#Cc1ccc(C(=O)N2CCC(CCOc3cccc(F)c3)CC2)cc1
→ -11, -4
CC(NC(=O)C1CCC(Cn2c(=O)[nH]c3ccsc3c2=O)CC1)c1ccccc1 (configuration not stated)
→ 3, -2
Cc1ccc(NC(=O)c2ccccc2F)c(NC(=O)c2ccccc2F)c1
→ 2, 2
CC(C)CNC(=O)C1=CSCCO1
→ -1, 1
CCC(=NOC(=O)CC12CC3CC(CC(C3)C1)C2)c1ccc(-c2ccccc2F)cc1
→ ., -7
CC(=O)c1ccc(N=Cc2nc(-c3ccc(Br)cc3)oc2O)cc1
→ 1, -5

(listing goes on)
Sequence of screens: mHTT CaM bind, Pf apPOL inh
N#Cc1nc(COc2ccccc2Cl)oc1N1CCC(C(N)=O)CC1
→ 8, -7
CCOC(=O)CNC(=O)N1CCCC1c1ccccc1C (configuration not stated)
→ 0, -3
Cc1ccc(C)c(NC(=O)NCCC2CCN(C(=O)Nc3cccc(Cl)c3)CC2)c1
→ -2, -4
Cc1ccc(S(=O)(=O)OCCCCN2C(=O)CC3(CCCC3)CC2=O)cc1
→ ., -4
O=C1C2C3CCCC3=C3CCCC3C2C(=O)N1c1ccc(F)cc1 (configuration not stated)
→ -7, -5
Cc1ccc(NC(=O)CN2CCc3ccccc3C2C(=O)N2CCC(C)CC2)cc1C (configuration not stated)
→ 10, -4
C=CCc1c(C)c(C#N)c2nc3ccccc3n2c1NCCc1ccc(OC)c(OC)c1
→ 11, -37
O=C(c1ccccn1)N1CCC(Nc2cccnc2)C1 (configuration not stated)
→ 3, -4
O=C(NCc1ccc2c(c1)OCO2)c1ccc(Br)o1
→ 5, -1
COc1ccc(S(=O)(=O)N2CC3CN(C(=O)c4cc(C)oc4C)CC(C2)O3)cc1
→ 20, -2
Cc1ccc(C(=O)c2ccc(N3CCN(C)CC3)c(F)c2)cc1C
→ 16, -3
OC(c1cccc(F)c1)C1CCN(Cc2ccco2)CC1 (configuration not stated)
→ 0, -2
CN(Cc1ccccc1)c1nc(-c2ccco2)cc(C(F)(F)F)n1
→ 8, -2
COc1ccc(C(=O)Nc2ccc(Cl)c(-c3nc4ncccc4o3)c2)cc1
→ 17, -1
COc1ccc2oc(=O)c(-c3nc(-c4cccc([N+](=O)[O-])c4)n[nH]3)cc2c1
→ 9, 12
Cc1cc(Br)ccc1OCCOCCn1cnc2ccccc2c1=O
→ -2, 0
CCCCc1nnc(-c2cc3ccccc3n2CC(=O)c2ccccc2)o1
→ -29, -10
CC(=O)C1CNc2ccccc2C1(O)c1ccccc1 (configuration not stated)
→ ., 8
Cc1[nH]c2ccc([N+](=O)[O-])cc2c1CCN1C(=O)OC(C)(C)C1(C)O (configuration not stated)
→ 2, -6
C=CCC1c2cccc(C(=O)O)c2C(=O)N1c1cccc(OC)c1 (configuration not stated)
→ 1, -10
Cc1ccn2cc(CC(=O)Nc3ccccc3)nc2c1
→ -1, -4
CCSc1ccc(Cc2nnc(NC(=O)c3ccc(S(=O)(=O)N(C)C)cc3)o2)cc1
→ 61*, -253
O=C(COc1ccccc1F)NCCCS(=O)(=O)N1CCc2ccccc2C1
→ 3, -3
O=C(Nc1cccc(Br)c1)C1CCN(S(=O)(=O)c2ccc(Cl)cc2)CC1
→ -5, -9
Cc1cc(N2CCCC2)n2c(nc3ccccc32)c1C#N
→ -1, 3
Cc1cc(C(=O)NNc2cc(Cl)ccc2Cl)no1
→ ., -8
Cc1ccc(-n2nc3c(c2NC(=O)c2c(F)cccc2Cl)CS(=O)(=O)C3)c(C)c1
→ 7, -6
CC1CC(NC(=O)CC2CSc3nccc(=O)n32)CC(C)(C)C1 (configuration not stated)
→ 3, 4
COC(=O)c1cnc2nc(C)ccc2c1Nc1cc(F)ccc1C
→ 16, -2
Cc1n[nH]c(C)c1S(=O)(=O)O
→ -8, 2
COc1ccc(CC(=O)N2CCOCC2)cc1OC
→ -9, -6
Cc1ccc(CN2C(=O)/C(=C/C(=O)NCc3ccc4c(c3)OCO4)Sc3ccccc32)cc1
→ 11, -1
COc1cccc(OC)c1C(=O)N=c1sc2cccc(OC)c2n1C
→ 18, 0
Cc1ccc(C(=O)NCCCNc2ccc([N+](=O)[O-])cc2)cc1
→ 17, -1
CCOc1ccc2ccccc2c1C(=O)Oc1cc(C)[nH]c(=O)c1[N+](=O)[O-]
→ 20, 24
Cc1ccc(S(=O)(=O)N2CCC(CCNC(=O)NCCC(C)C)CC2)cc1
→ 31, -1
CC(=O)Nc1ccc(N=Cc2ccc(Cl)cc2Cl)cc1
→ 2, 6
CCOc1ccccc1NC(=O)N1CCCC1c1nc(-c2cccc(C)c2)no1 (configuration not stated)
→ -2, -4
CN(Cc1ccco1)C(=O)C1CCN(c2cncnc2N2CCOCC2)CC1
→ 6, -7
COc1cccc(CNC(=O)C2CCN(CC(=O)Nc3ccc(C)cc3)CC2)c1
→ -2, -1
COc1cccc(-c2noc(C3CCCN3C(=O)NCc3ccc(C)cc3)n2)c1 (configuration not stated)
→ 19, 1
CC(C=CC=C(C)C(=O)OC1OC(COC2OC(CO)C(O)C(O)C2O)C(O)C(O)C1O)=CC=CC=C(C)C=CC=C(C)C(=O)OC1OC(COC2OC(CO)C(O)C(O)C2O)C(O)C(O)C1O (configuration not stated)
→ ., -1
Nc1nc(CC23CC4CC(CC(C4)C2)C3)cs1
→ 15, 4
CSc1sc(C(=O)c2ccc(Cl)cc2)c2c1C(=O)CCC2
→ ., -4
O=C(Nc1ccc(Br)cc1)c1cnc2n(c1=O)CCS2
→ -2, -3
CCOc1ccc(C(=O)Nc2ccc(Cl)cn2)cc1Cl
→ -11, -1
CCOc1ccc(NC(=O)C(Br)CC)cc1 (configuration not stated)
→ -9, -2
CCc1ccc(C2CC(c3c(F)cccc3Cl)n3nnnc3N2)cc1 (configuration not stated)
→ 4, 2

An excerpt of these results, as labelled records:
smiles: COc1cccc(-c2noc(C3CCCN3C(=O)NCc3ccc(C)cc3)n2)c1 (configuration not stated)
- mHTT CaM bind: 19
- Pf apPOL inh: 1

smiles: CCc1ccc(C2CC(c3c(F)cccc3Cl)n3nnnc3N2)cc1 (configuration not stated)
- mHTT CaM bind: 4
- Pf apPOL inh: 2

Source: PubChem (University of Kansas High Throughput Screening Laboratory)
